High-throughput results (PubChem)
Pf gamet viab = P. falciparum stage V gametocyte viability inhibition | inhibition, % at 10.9 µM | P. falciparum stage V gametocytes, ATP luminescence, 24 h | AID 743093 | hit rate 0.065% among 150,000;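 active means inhibition above the mean plus 3 SD of compounds within the control limits, set per campaign, cut at about 38% in these data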;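 further: 0% = DMSO wells and 100% = medium only without gametocytes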
Avidin bead fluor = avidin bead compound fluorescence profile; hit rate 0.38% among 220,000; Avidin beads, compound fluorescence 488/530 nm, flow cytometry; active compounds read high; fluorescence (KMESF) at 10 µM; in the data active means fluorescence above about 47; further: inactives centre near 10
Rab2 wt GTP = changes GTP binding to wildtype dog Rab2A, up or down. GTP binding activity, % at 10 µM. AID 760. hit rate 0.19% among 190,000. GST-Rab2 wt beads, Bodipy-GTP binding, flow cytometry;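 active means GTP binding activity at least 20 points away from 100%, either lowered or raised; inconclusive means signal likely due to the compound's own green fluorescence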;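 further: 0% = beads with excess unlabeled GTP and 100% = no-compound control corrected for plate trend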
Cdc42 wt = changes GTP binding to wildtype human Cdc42; percent activity (GTP binding), % at 10 µM; GST-Cdc42 beads, Bodipy-GTP binding, flow cytometry; actives lie on both sides; hit rate 0.2% among 190,000;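 active means percent activity GTP binding at least 20 points away from the 100% baseline, either down as inhibitor or up as activator; inconclusive means compound flagged as likely green fluorescent from well-wide comparison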;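 further: median bead fluorescence of bound Bodipy-FL-GTP at 100 nM; 0% = excess unlabeled GTP control and 100% = no compound control; below 100% means less GTP binding so inhibitor and above means activator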
GSH fluor = GSH bead compound fluorescence profile; GSH beads flow cytometry, compound fluorescence 488/530 nm; active compounds read high; fluorescence (KMESF) at 10 µM; hit rate 0.25% among 190,000; in the data active means fluorescence above about 89;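 further: glutathione beads carrying GST-tagged Bcl family fusion proteins plus one bare bead set; values are compound well signal with DMSO vehicle wells as background; inactives centre near 16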
ABCG2 block = human ABCG2 inhibition, ABCB1 as counter-screen; AID 1325; inhibition, % at 6.6 µM; hit rate 0.1% among 190,000; IgMXP3 cells, JC-1 efflux, flow cytometry; Q9UNQ0;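 active means inhibition above 80%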;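 further: 0% = DMSO and 100% = nicardipine control wells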
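Measure – % inhibition of efflux relative to nicardipine and DMSO · Test system – ABCG2 IgMXP3 and barcoded ABCB1 CCRF-Adr cell mix · Control set – nicardipine as high control, DMSO as low control · Compound – one concentration, 6.6 µM final · Signal – flow cytometry of retained JC-1 fluorescence · Timing – 10 min exposure at 25 °C with rotation, no wash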
ABCB1 inh = blocks JC-1 efflux by human ABCB1 transporter; CCRF-Adr cells, flow cytometry; inhibition, % at 6.6 µM; P08183; AID 1326; hit rate 0.067% among 190,000; in the data active means inhibition above about 40%;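 further: 0% = vehicle and 100% = reference inhibitor; higher value means more JC-1 retained so stronger ABCB1 efflux block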
Target sequence (P08183 whole entry, looked up): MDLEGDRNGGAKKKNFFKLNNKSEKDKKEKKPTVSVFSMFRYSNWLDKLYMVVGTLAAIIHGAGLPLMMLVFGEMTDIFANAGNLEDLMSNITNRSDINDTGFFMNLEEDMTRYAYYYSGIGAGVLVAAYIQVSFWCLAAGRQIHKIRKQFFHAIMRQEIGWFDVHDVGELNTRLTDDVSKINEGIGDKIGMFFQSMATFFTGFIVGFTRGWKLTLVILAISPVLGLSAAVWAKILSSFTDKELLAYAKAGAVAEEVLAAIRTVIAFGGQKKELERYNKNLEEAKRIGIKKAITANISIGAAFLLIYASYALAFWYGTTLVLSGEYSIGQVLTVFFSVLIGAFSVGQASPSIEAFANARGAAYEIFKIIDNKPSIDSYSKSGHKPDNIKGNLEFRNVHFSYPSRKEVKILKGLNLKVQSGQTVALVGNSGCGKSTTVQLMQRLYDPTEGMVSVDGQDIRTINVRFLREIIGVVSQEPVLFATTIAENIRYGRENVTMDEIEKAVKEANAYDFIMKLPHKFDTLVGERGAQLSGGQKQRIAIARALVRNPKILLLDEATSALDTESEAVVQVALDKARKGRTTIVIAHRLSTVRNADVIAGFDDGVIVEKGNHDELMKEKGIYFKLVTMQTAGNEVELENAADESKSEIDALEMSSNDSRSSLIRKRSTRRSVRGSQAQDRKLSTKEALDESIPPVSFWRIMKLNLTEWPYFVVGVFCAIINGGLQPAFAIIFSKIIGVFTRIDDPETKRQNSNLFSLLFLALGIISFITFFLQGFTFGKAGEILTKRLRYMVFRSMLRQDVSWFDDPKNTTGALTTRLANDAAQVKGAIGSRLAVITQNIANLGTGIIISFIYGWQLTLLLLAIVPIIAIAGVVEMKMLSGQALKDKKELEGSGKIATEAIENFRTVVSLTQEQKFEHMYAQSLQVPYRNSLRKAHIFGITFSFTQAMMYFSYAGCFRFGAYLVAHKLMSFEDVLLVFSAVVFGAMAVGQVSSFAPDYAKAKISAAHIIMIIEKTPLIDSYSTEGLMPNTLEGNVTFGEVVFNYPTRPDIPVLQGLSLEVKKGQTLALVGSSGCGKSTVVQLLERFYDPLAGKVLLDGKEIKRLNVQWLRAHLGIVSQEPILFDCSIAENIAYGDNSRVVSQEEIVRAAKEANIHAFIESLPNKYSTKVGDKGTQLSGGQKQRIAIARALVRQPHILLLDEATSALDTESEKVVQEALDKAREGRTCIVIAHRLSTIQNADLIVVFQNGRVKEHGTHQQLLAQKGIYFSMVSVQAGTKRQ
Rab7 wt modul = alters GTP binding to wildtype dog Rab7 | GST-Rab7 beads, fluorescent GTP binding, flow cytometry; actives lie on both sides; untreated = 100%, excess cold GTP = 0% | GTP binding activity (percent of control), % at 10 µM | hit rate 0.055% among 190,000;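 active means fluorescent GTP binding to Rab7 beads changed by at least 20 points from the 100% baseline, either direction, mostly lower; inconclusive means compound itself probably fluorescent, or too few beads counted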;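 further: median green fluorescence of bound Bodipy-FL-GTP per Rab7 bead population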
HRas wt GTP bind = modulators of GTP binding to human HRas wildtype | GST-Ras wt beads, Bodipy-FL-GTP binding, flow cytometry; actives lie on both sides | GTP binding activity, % at 10 µM | hit rate 0.14% among 190,000 | AID 759;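 active means GTP binding activity at least 20% away from the 100% baseline, either lowered as inhibitor or raised as activator; inconclusive means flagged as likely green fluorescent, judged across all proteins in the well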;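 further: 0% = unlabeled GTP competition control and 100% = no-compound control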
Rac1 wt GTP bind = alters GTP binding to wildtype human Rac1 | P63000 | GST-Rac1 beads, fluorescent GTP binding, flow cytometry; actives lie on both sides; 0 = cold GTP competed, 100 = untreated | GTP binding activity (% of control), % at 10 µM | hit rate 0.27% among 190,000 | AID 757;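 active means GTP binding activity at least 20 points away from the 100% control level, either lower or higher; inconclusive means compound flagged as likely green fluorescent, judged across all proteins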
Rac1 act GTP bind = modulators of GTP binding to human Rac1 activated mutant | GST-Rac1 activated beads, fluorescent GTP binding, flow cytometry; actives lie on both sides; 100% means binding = to untreated wells | percent activity (GTP binding), % at 10 µM | hit rate 0.11% among 190,000 | AID 764;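 active means GTP binding at least 20 percentage points away from the 100% baseline, in either direction, so actives lie on both sides; inconclusive means Compound likely fluorescent itself, or too few beads counted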
An asterisk follows results filed as active; ? = inconclusive; nt = not tested or not shown. Rows were taken by chance; about 1.1% have a hit in one of these screens.

Sequence of screens: Pf gamet viab, Avidin bead fluor, Rab2 wt GTP, Cdc42 wt, GSH fluor, ABCG2 block, ABCB1 inh, Rab7 wt modul, HRas wt GTP bind, Rac1 wt GTP bind, Rac1 act GTP bind
CCCCCOC(=O)Nc1ccc(S(=O)(=O)Nn2cnnc2)cc1
 : 12, 12, 97, 95, 10, 4, 1.1, 91, 97, 100, 98
C=CCn1c(=O)c(C(=O)Nc2ccccc2S(N)(=O)=O)c(O)c2ccccc21
 : 2, 10, ?, ?, 10, -2, -0.6, ?, ?, ?, ?
CCOC(=O)c1c2c3c(c(Cl)ccc3[nH]c1=O)C(=O)c1ccccc1-2
 : 8, 10, 44*, 41*, 2, 20, 4.3, 88, 44*, 45*, 65*
CC1CCCCN1C(=O)COc1ccc2ccc(=O)oc2c1 (stereo not given)
 : -5, 10, 96, 97, 16, 15, 1.3, 104, 97, 99, 95
COCCNC(=O)CN(C(=O)Cn1nnc2ccccc21)c1ccc(F)c(Cl)c1
 : -5, 31, 104, 107, 19, 8, 0.8, 103, 105, 107, 101
COc1ccccc1N(CN1C(=O)c2ccccc2C1=O)C(=O)c1cccnc1
 : nt, 9, 94, 95, 25, 1, 0.6, 96, 96, 91, 93
O=C(COc1ccc(Cl)cc1[N+](=O)[O-])N1CCCCCC1
 : nt, 8, 99, 98, 14, 10, 0.3, 104, 97, 96, 93
COC(=O)CN1C(c2ccc(OC)cc2)=Nc2ccc(Cl)cc2C1c1ccccc1 (stereo not given)
 : 10, 19, 97, 99, 12, 60, 14, 98, 97, 103, 98
Cc1c(O)ccc2c(CN3CCN(CCO)CC3)cc(=O)oc12
 : -6, 10, 98, 103, 27, 1, 0.6, 97, 99, 107, 97
CCOc1cccc(C(=O)Nc2ccc3oc(Cc4ccc(Cl)cc4)nc3c2)c1
 : nt, 14, 101, 105, 49, 11, -0.1, 104, 104, 102, 98
CCCOC(=O)Nc1sc2c(c1C(N)=O)CCCC2
 : 23, 7, 94, 96, 14, 1, -0.3, 94, 94, 95, 93
Cc1ccc(C(=O)O)cc1S(=O)(=O)N1CCOCC1
 : 8, 5, 90, 95, 55, -1, -0.1, 97, 95, 93, 91
COc1ccccc1NC(=O)CCC(=O)c1ccc(-c2ccccc2)cc1
 : nt, 9, 100, 97, 11, 5, 0.4, 101, 101, 103, 99
Cc1ccc(-n2[nH]c(C)c(/C=C3/C=Nc4ccccc43)c2=O)cc1C
 : 7, 5, 97, 99, 15, 1, -0.2, 97, 98, 103, 95
COc1ccc(NC(=O)c2ccc(COc3ccccc3)o2)cc1
 : -1, 39, 99, 101, 18, 1, 0.3, 99, 100, 102, 99

Compound profiles, as listed above.
CCOC(=O)c1c2c3c(c(Cl)ccc3[nH]c1=O)C(=O)c1ccccc1-2 reads Pf gamet viab = 8; Avidin bead fluor = 10; Rab2 wt GTP = 44*; Cdc42 wt = 41*; GSH fluor = 2; ABCG2 block = 20; ABCB1 inh = 4.3; Rab7 wt modul = 88; HRas wt GTP bind = 44*; Rac1 wt GTP bind = 45*; Rac1 act GTP bind = 65*
CCCCCOC(=O)Nc1ccc(S(=O)(=O)Nn2cnnc2)cc1 reads Pf gamet viab = 12; Avidin bead fluor = 12; Rab2 wt GTP = 97; Cdc42 wt = 95; GSH fluor = 10; ABCG2 block = 4; ABCB1 inh = 1.1; Rab7 wt modul = 91; HRas wt GTP bind = 97; Rac1 wt GTP bind = 100; Rac1 act GTP bind = 98
Cc1ccc(-n2[nH]c(C)c(/C=C3/C=Nc4ccccc43)c2=O)cc1C reads Pf gamet viab = 7; Avidin bead fluor = 5; Rab2 wt GTP = 97; Cdc42 wt = 99; GSH fluor = 15; ABCG2 block = 1; ABCB1 inh = -0.2; Rab7 wt modul = 97; HRas wt GTP bind = 98; Rac1 wt GTP bind = 103; Rac1 act GTP bind = 95

(cont.)
Sequence of screens: Pf gamet viab, Avidin bead fluor, Rab2 wt GTP, Cdc42 wt, GSH fluor, ABCG2 block, ABCB1 inh, Rab7 wt modul, HRas wt GTP bind, Rac1 wt GTP bind, Rac1 act GTP bind
CCCC(C)NC1=NCCCCC1 (stereo not given)
 : nt, 16, 102, 103, 12, 4, 0.5, 99, 102, 103, 100
COc1ccc(C(=O)N/C(=C\c2ccco2)C(=O)NC2CCS(=O)(=O)C2)cc1 (stereo not given)
 : 17, 8, 97, 92, 13, 1, 0.2, 105, 95, 96, 95
Cc1cccc(NC(=S)NNC(=O)c2nn(C)cc2Cl)c1
 : 7, 10, 97, 99, 6, 3, 0.1, 95, 99, 101, 98
COc1ccc(CNC(=O)CCCCCn2c(SCC#N)nc3cc4c(cc3c2=O)OCO4)cc1
 : 7, 10, 98, 99, 24, 3, -2.2, 99, 99, 99, 96
O=C(c1ccccc1[N+](=O)[O-])N1CCC(Cc2ccccc2)CC1
 : nt, nt, 101, 103, 17, 1, 0.3, 99, 102, 108, 101
CS(=O)(=O)Nc1ccc(-c2n[nH]c(=S)n2-c2ccccc2)cc1
 : nt, 22, 101, 102, 22, 7, 0.3, 100, 101, 105, 102
O=C(NCCCn1ccnc1)C(=O)NCC(c1ccco1)N1CCN(c2ccc(F)cc2)CC1 (stereo not given)
 : 15, 9, 100, 98, 17, -1, 0.1, 107, 94, 93, 95
COc1ccc(OCCSc2ncn[nH]2)cc1
 : nt, 9, 100, 101, 16, 2, 0.6, 99, 102, 101, 99
Fc1ccccc1COc1ccccc1CNCc1ccncc1
 : nt, 10, 98, 98, 9, 3, 0.5, 97, 100, 96, 93
O=C(COC(=O)/C=C/c1ccccc1)NCC1CCCO1 (stereo not given)
 : -8, 25, 97, 98, 59, 1, 0.1, 94, 98, 98, 96
O=C(Nc1ccccc1N1CCOCC1)c1ccc(Cl)nc1
 : 30, 8, 100, 97, 11, 2, 0.6, 103, 96, 96, 95
Cc1c(C(=O)N2CCN(c3ccccc3)CC2)sc2ncnc(N3CCC(C)CC3)c12
 : nt, 3, 94, 95, 41, 1, 0.7, 96, 94, 93, 92
CC(C)N(CCNC(=O)C1CCN(S(=O)(=O)N2CCOCC2)CC1)Cc1ccccc1
 : nt, 7, 100, 101, 15, 6, 0.5, 101, 102, 101, 98
c1ccc2sc(N3CN(CCN4CCOCC4)CN(c4nc5ccccc5s4)C3)nc2c1
 : nt, 32, 101, 99, 10, 7, 0.7, 95, 100, 104, 100
CCOC(=O)C(C)(C)N(Cc1ccc(Cl)cc1)S(=O)(=O)c1ccc(Cl)c([N+](=O)[O-])c1
 : nt, 6, 99, 100, 25, 0, 0.5, 104, 100, 101, 97
Cc1ccc(C(=O)NCCc2cc3ccc(C)c(C)c3[nH]c2=O)cc1[N+](=O)[O-]
 : 12, 4, 99, 101, 10, 11, 4.0, 103, 100, 103, 99
Nc1nc(N2CCOCC2)cc(=O)[nH]1
 : nt, 11, 97, 97, 16, 3, 0.7, 99, 99, 97, 96
COCCNC(=O)/C(C#N)=C/c1ccc(-c2ccc(OC)cc2[N+](=O)[O-])o1
 : nt, 13, 101, 102, 22, 2, 0.0, 98, 102, 99, 97
CC(=O)Nc1nc2ccc(NC(=O)c3ccco3)cc2s1
 : -6, 15, 97, 96, 21, 1, -0.1, 92, 95, 94, 96
Oc1c(C(c2ccccc2)N2CCCCC2)sc2ncnn12 (stereo not given)
 : nt, 22, 101, 101, 14, 3, 0.5, 95, 101, 105, 100
Cc1ccccc1-n1c(C)cc(/C=C2/C(=N)N3C(c4ccccc4)=CSC3=NC2=O)c1C
 : 1, 19, 94, 100, 7, 25, -1.2, 99, 95, 97, 95
COc1cc2c(cc1NC(=O)COC(=O)[C@@H](NS(=O)(=O)c1cccc(Cl)c1)C(C)C)oc1ccccc12
 : 0, 3, 99, 100, 7, -7, -0.4, 101, 102, 103, 99
CCOC(=O)C(C)Sc1nc2c(c(=O)[nH]c(=O)n2C)n1CCc1ccccc1 (stereo not given)
 : 16, 8, 95, 95, 54, 14, 0.9, 97, 96, 95, 95
CCOC(=O)CSc1nnc(CNc2cccc(Cl)c2)n1-c1ccccc1
 : -21, 34, 95, 98, 15, 19, 3.6, 96, 97, 95, 96
Cc1ccc(NC(=O)Cn2nnc(C(=O)Nc3ccc(C)c(C)c3)c2N)cc1
 : 11, 17, 96, 95, 28, -1, -0.4, 97, 95, 98, 96
CC12CCC(=O)N1C(C(=O)OCC(=O)Nc1cc(S(=O)(=O)N3CCCCC3)ccc1Cl)CS2 (stereo not given)
 : nt, 12, 98, 103, 23, -2, 1.8, 101, 100, 101, 99
Cc1ccc(S(=O)(=O)NC(C)C(=O)Nc2ccc(C(N)=O)cc2)cc1 (stereo not given)
 : nt, 8, 104, 106, 15, 16, 0.9, 102, 106, 103, 100
COc1ccc(NC(=O)CN(c2ccccc2)S(=O)(=O)N(C)C)cc1Cl
 : -1, 10, 102, 95, 18, 2, 0.0, 105, 101, 102, 98
CCOC(=O)Cc1cc(=O)n2[nH]c(C)c(-c3ccc(OC)cc3)c2n1
 : -8, 6, 97, 99, 33, 0, 0.2, 98, 99, 102, 99
O=c1oc2ccccc2c2c1ncn2-c1ccccc1
 : nt, 11, 99, 99, 40, 5, -0.4, 101, 101, 108, 97
COc1ccccc1OCCOc1ccc(C(=O)c2ccccc2)cc1
 : 5, 12, 95, 98, 12, 87*, 5.2, 101, 96, 100, 97
